Screening data (PubChem)
NTR1 ag = NTR1-driven beta-arrestin-GFP spot formation – imaging, U2OS cells, high content, primary screen (AID 493036). P30989. agonist mode. activation, % at 20 µM. 330,000 tested, 0.17% active;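 active = activation at or above 40% of the spot to cytoplasm intensity ratio, with at least 20 cells analyzed; inconclusive = wells under 20 cells, flagged as cytotoxic or low count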;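 also: 0% = DMSO without peptide and 100% = 100 nM NTR1 peptide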
Target sequence (P30989 whole entry, looked up): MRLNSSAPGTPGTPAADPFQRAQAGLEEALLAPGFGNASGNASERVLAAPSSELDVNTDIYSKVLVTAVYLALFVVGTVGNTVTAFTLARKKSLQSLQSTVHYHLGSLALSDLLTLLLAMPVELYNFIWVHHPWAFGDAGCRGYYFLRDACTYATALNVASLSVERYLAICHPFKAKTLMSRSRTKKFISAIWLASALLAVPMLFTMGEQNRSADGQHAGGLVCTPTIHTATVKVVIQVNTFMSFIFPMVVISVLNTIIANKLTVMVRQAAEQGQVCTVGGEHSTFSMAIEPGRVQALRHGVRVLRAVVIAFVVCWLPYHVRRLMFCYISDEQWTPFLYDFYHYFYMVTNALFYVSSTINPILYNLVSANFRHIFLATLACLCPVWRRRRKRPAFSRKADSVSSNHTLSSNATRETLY
KOR beta-arrestin-1 = KOR agonists, beta-arrestin recruitment, primary screen, cell-based, luminescence, uHTS (AID 1777). 280,000 tested, 0.02% active. one-dose activation, % at 10 µM; EC50 in µM for titrated hits. KOR beta-arrestin recruitment, luminescence; higher % means a stronger effect; in the data active = activation above about 50%, passing the limit was not always enough; also: a part of the inactive calls stands beside numbers as strong as those of hits
KOR beta-arrestin-2 = kappa opioid receptor blockers – cell-based, luminescence, uHTS (AID 1778). 290,000 tested, 0.091% active. inhibition, % at 10 µM, or IC50 in µM where a hit was titrated. KOR beta-arrestin recruitment, luminescence, antagonist mode; higher % means a stronger effect; in the data active = inhibition above about 50%; also: strong numbers were not always called active
West Nile antiviral = West Nile virus antiviral activity, cell-based, CPE readout (AID 1621); West Nile virus-infected cells, CPE inhibition; higher % means a stronger effect; CPE inhibition, % at 10 µM, or IC50 in µM where a hit was titrated; 290,000 tested, 0.02% active; in the data active = a potency from the dose series; inconclusive = CPE inhibition mostly from about 3.7% at the one dose, without a potency; inactive = the rest, 99 in 100 with CPE inhibition below about 2.2%; also: strong numbers were not always called active
GPR35 arrestin U2OS = inhibition of zaprinast-stimulated GPR35 beta-arrestin translocation – imaging, U2OS, beta-arrestin-GFP, zaprinast agonist, primary screen (AID 2058) | U2OS GPR35 beta-arrestin-GFP translocation imaging, zaprinast antagonism; higher % means a stronger effect | one-dose inhibition, % at 10 µM; IC50 in µM for titrated hits | 290,000 tested, 0.052% active;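 active = inhibition of at least 50% with at least 30 cells and total cytoplasm GFP at most 10,000,000; inconclusive = under 30 cells or total GFP of 10,000,000 plus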
GPR55 beta-arrestin = GPR55 agonists via beta-arrestin recruitment, primary screen, imaging, U2OS cells, beta-arrestin-GFP redistribution (AID 1961); activation, % at 10 µM; hits with a dose series show EC50 in µM; 290,000 tested, 0.048% active; U2OS GPR55 beta-arrestin-GFP redistribution imaging; higher % means a stronger effect;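 active = activation above 40% with more than 50 cells counted in the well; inconclusive = wells holding fewer than 50 cells, flagged as toxic or sparse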;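 also: U2OS osteosarcoma cells stably expressing GPR55 and beta-arrestin-GFP; plate controls were DMSO negative control for no effect and LPI positive control for full effect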
Salmonella PhoP GFP = inhibitors of PhoP regulon expression, primary screen, Salmonella Typhimurium, GFP reporter (AID 1863); inhibition, % at 50 µM, or IC50 in µM where a hit was titrated; S. Typhimurium PhoP-regulated promoter GFP reporter, 4 h; higher % means a stronger effect; 300,000 tested, 0.16% active;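 active = inhibition over 29.93%, a cutoff 3 SD above the screen mean, later confirmed by dose response; inconclusive = inhibition over 29.93% but no dose response follow-up; inactive = inhibition at most 29.93% or unconfirmed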;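 also: 0% = low Mg2+ inducing control and 100% = high Mg2+ repressing control; strong numbers were not always called active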
T cell modulator = T cell immune modulators affecting CD8 T cell-vesicle binding | 2C CD8+ T cell-vesicle binding, flow cytometry; hits give low values | calls only at 7 µM | 330,000 tested, 0.068% active;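 active = response, share of CD8 T cells binding vesicles, and their 90th percentile fluorescence all below set limits, cut at about 80% in these data, passing the limit was not always enough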
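Assay system: 2C TCR transgenic mouse naive CD8+ T cells, MACS-purified | Read-out: CD8+ gate FL2 mean fluorescence as % of same-row positive control | Signal: High-throughput flow cytometry with anti-B7-1 and anti-CD8 staining | Timing: Binding step 1.5 h, 37 °C, antibody labelling 20 min, ice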
GPR55 antagonists = inhibition of LPI-stimulated GPR55 beta-arrestin translocation – imaging, U2OS, beta-arrestin-GFP, LPI agonist, primary screen (AID 2013). one-dose inhibition, % at 10 µM; IC50 in µM for titrated hits. 290,000 tested, 0.13% active. U2OS GPR55 beta-arrestin-GFP translocation imaging, LPI antagonism; higher % means a stronger effect;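 active = spots per cell inhibited over 60%, with over 100 cells counted and total cytoplasm intensity under 500,000; inconclusive = wells with under 100 cells, flagged as likely toxic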;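 also: U2OS cells stably carrying GPR55 and arrestin-GFP stimulated by 5 µM LPI near EC80; imaged beta-arrestin-GFP aggregate spots per cell after agonist stimulation; plate controls were LPI-stimulated DMSO wells for no effect and DMSO wells without LPI for full effect; some results filed as inactive read as strong as hits; confirmed hits need IC50 under 10 µM and bright autofluorescent wells are also inconclusive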
T cell modulator vesicle-bound % = also measured in T cell modulator; calls as there; double positive events, %; measured here: CD8+ vesicle-bound cell fraction;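 binding gate set so that unloaded-vesicle control wells show 10% double positive cells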
NTR1 ag cell count 20 µM = further read-out of NTR1 ag, marked with its call; cell count; measured here: cell count, cytotoxicity flag
Starred values were filed as active, the others as inactive; i = inactive; ? = inconclusive; . = no result given; [ ] = another dose, or the depositor's remark.

Order of results – NTR1 ag	NTR1 ag cell count 20 µM	KOR beta-arrestin-1	KOR beta-arrestin-2	West Nile antiviral	GPR35 arrestin U2OS	GPR55 beta-arrestin	Salmonella PhoP GFP	T cell modulator	T cell modulator vesicle-bound %	GPR55 antagonists
CCCCN1CCc2c(c3ccccc3n2Cc2ccccc2)C1
    3.1	50	-2.2%	25.2%	-2.8%	9.0%	-0.3%	-1.8%	i	47.7	9.8%
Fc1ccc(-c2ccnc(=S)[nH]2)cc1
    0.6	51	-3.5%	2.9%	1.6%	5.6%	-0.1%	3.0%	i	10.9	-6.1%
CCOC(=O)c1c(NC(=O)C(F)(OC)C(F)(F)F)sc2c1CCN(C)C2 (stereo unspecified)
    2.2	50	0.7%	-20.2%	-0.2%	-6.7%	0.4%	-4.1%	i	16.4	-8.8%
COc1ccc(Cn2cc(F)c(=O)n(CCC(C)C)c2=O)cc1[N+](=O)[O-]
    -0.5	30	-0.3%	-17.8%	0.1%	-12.4%	0.3%	-6.7%	i	47.6	-8.5%
CC(C)Nc1ccc(Cl)cc1[N+](=O)[O-]
    -0.6	44	4.0%	-20.4%	0.0%	9.5%	-0.2%	-5.4%	i	32.2	9.3%
CCN(Cc1ccccc1)C(=O)COc1ccccc1
    1.1	46	-2.3%	6.2%[20 µM]	-0.5%	17.8%	-0.1%	-3.9%	i	18.6	5.6%
O=C(COc1ccc(Cl)cc1)NCCSCc1ccccc1Cl
    1.8	61	5.8%	-12.5%	-0.6%	1.8%	-0.3%	19.0%	i	43.7	9.9%
CC(C)(C)NC(=O)CSc1nc(Cc2ccccc2)nc2ccccc12
    4.2	70	-1.5%	1.1%	-0.1%	4.3%	0.4%	0.3%	i	10.3	1.6%
O=C1CC(C(=O)Nc2ccc(Cl)cc2[N+](=O)[O-])C2(CCCCC2)O1 (stereo unspecified)
    2.8	59	-3.3%	-1.2%	-0.2%	-10.9%	0.9%	7.9%	i	25.2	-1.8%
O=[N+]([O-])c1cc(-c2cnc3ccccc3n2)ccc1Oc1ccc(F)cc1
    10.0	76	-0.7%	5.8%	-1.0%	2.4%	-0.1%	5.7%	i	17.3	0.3%
COc1cccc2cc(-c3nnc(SCC(=O)Nc4nc(C)cs4)n3C)oc12
    -0.9	85	-1.5%	-6.9%	0.8%	-0.9%	0.3%	17.9%	i	45.7	2.7%
CCCn1nnnc1NCc1ccc(CC)cc1
    -0.1	60	5.0%	-2.1%	0.0%	2.2%	-0.1%	7.2%	i	28.4	5.6%
Cc1cc(C(=O)CSc2nnc(N)s2)c(C)n1Cc1cccs1
    1.7	65	-7.5%	19.1%	-1.3%	18.7%	-0.2%	-7.6%	i	12.9	-3.6%
COc1ccc(NC(=O)CC(c2ccc(F)cc2)c2ccc(OC(C)C)cc2)cc1 (stereo unspecified)
    3.0	62	-3.3%	27.4%	-1.0%	-10.2%	0.1%	-2.4%	i	28.2	0.2%
COC(=O)c1sccc1S(=O)(=O)Nc1ccc(N2CCCCC2)cc1
    0.7	49	8.3%	15.5%	0.4%	10.0%	-0.2%	2.6%	i	60.4	3.5%
O=C(Nc1nccs1)C1CCCN1/C=C/C(=O)C(F)(F)F (stereo unspecified)
    0.5	64	1.0%	-19.2%	0.7%	-2.8%	-0.2%	-3.4%	i	26.5	-13.6%
C=CCSC1=C(C#N)C(c2ccc(OCC)cc2)CC(=O)N1 (stereo unspecified)
    2.0	59	0.0%	2.5%	0.1%	10.1%	0.2%	-4.0%	i	19.0	7.0%
Cc1cc(NC(=O)COC(=O)c2ccc(S(=O)(=O)N3CCCc4ccccc43)cc2)no1
    1.3	48	-2.5%	-39.3%	0.6%	-11.8%	0.2%	18.5%	i	51.2	-1.6%
NC(=O)c1cnn2c(C(F)(F)F)cc(-c3ccccc3)nc12
    1.8	66	4.7%	2.6%	0.2%	-7.9%	-0.1%	-3.6%	i	53.7	-10.6%
Cc1c(C(=O)N2CCCc3ccccc32)oc2ccccc12
    1.9	61	-3.5%	-9.8%	-1.0%	-8.1%	-0.1%	-4.1%	i	25.8	0.4%

Some of these compounds in order of length of the SMILES, lowest first:
Order of results – NTR1 ag	NTR1 ag cell count 20 µM	KOR beta-arrestin-1	KOR beta-arrestin-2	West Nile antiviral	GPR35 arrestin U2OS	GPR55 beta-arrestin	Salmonella PhoP GFP	T cell modulator	T cell modulator vesicle-bound %	GPR55 antagonists
CC(C)Nc1ccc(Cl)cc1[N+](=O)[O-]
    -0.6	44	4.0%	-20.4%	0.0%	9.5%	-0.2%	-5.4%	i	32.2	9.3%
CCCCN1CCc2c(c3ccccc3n2Cc2ccccc2)C1
    3.1	50	-2.2%	25.2%	-2.8%	9.0%	-0.3%	-1.8%	i	47.7	9.8%
Cc1c(C(=O)N2CCCc3ccccc32)oc2ccccc12
    1.9	61	-3.5%	-9.8%	-1.0%	-8.1%	-0.1%	-4.1%	i	25.8	0.4%
NC(=O)c1cnn2c(C(F)(F)F)cc(-c3ccccc3)nc12
    1.8	66	4.7%	2.6%	0.2%	-7.9%	-0.1%	-3.6%	i	53.7	-10.6%
COc1ccc(Cn2cc(F)c(=O)n(CCC(C)C)c2=O)cc1[N+](=O)[O-]
    -0.5	30	-0.3%	-17.8%	0.1%	-12.4%	0.3%	-6.7%	i	47.6	-8.5%

Continued.
Order of results – NTR1 ag	NTR1 ag cell count 20 µM	KOR beta-arrestin-1	KOR beta-arrestin-2	West Nile antiviral	GPR35 arrestin U2OS	GPR55 beta-arrestin	Salmonella PhoP GFP	T cell modulator	T cell modulator vesicle-bound %	GPR55 antagonists
CN1c2ccccc2-c2nc3ccccc3n2C1c1ccco1 (stereo unspecified)
    -0.9	74	2.7%	-10.8%	-0.1%	-5.9%	-0.1%	7.7%	i	32.1	6.9%
CCOC(=O)CCCNC(=O)COC(=O)c1cc(C)cc(C)c1
    1.0	60	-2.8%	27.7%	-0.1%	-6.8%	-0.1%	7.4%	i	64.6	-2.1%
O=C(COC(=O)c1cc(S(=O)(=O)N2CCOCC2)ccc1Cl)Nc1ccc2c(c1)OCO2
    -3.3	73	.	16.6%	0.6%	-0.8%	-0.1%	-4.0%	i	27.5	3.5%
Cc1cc(C)nc(Nc2ncc(O)n2-c2ccc(Br)cc2)n1
    0.7	78	.	-0.7%[20 µM]	-0.1%	11.0%	0.2%	0.8%	i	60.3	3.5%
CCCCN(C)C(=O)C(Cc1ccccc1)NS(=O)(=O)c1ccc2c(c1)CCC(=O)N2 (stereo unspecified)
    -1.7	68	-5.7%	35.1%	1.4%	-3.2%	-0.1%	0.8%	i	60.6	-1.5%
COc1ccc(N=C2NC(=O)/C(=C/C=C/c3ccccc3)S2)cc1
    -0.1	49	6.6%	-25.9%	-0.2%	0.6%	-0.1%	-10.9%	i	39.4	3.5%
CC1(C)CC(=O)C2=C(C1)N=C1c3ccccc3C(=O)C1C2c1ccc(Cl)cc1 (stereo unspecified)
    7.2	47	0.6%	-3.5%	2.4%	6.1%	-0.2%	1.2%	i	40.8	30.9%
NCCCC[C@@H]1NC(=O)[C@H](CCC(=O)O)NC(=O)c2cc([N+](=O)[O-])cc(I)c2SC[C@@H](C(=O)NCC(N)=O)NC1=O
    -4.7	84	0.7%	-24.4%	-0.3%	7.1%	-0.3%	-6.3%	i	38.9	-7.6%
O=C(CNC(=O)c1ccncc1)N/N=C/c1cc(Br)ccc1OCc1ccccc1
    1.9	58	2.4%	6.8%	-0.2%	-13.9%	0.0%	-8.4%	i	33.0	-6.5%
COc1ccc(C(=O)C2CCCN(C(=O)c3cc(C)on3)C2)cc1F (stereo unspecified)
    -0.7	51	5.8%	-18.8%	-0.3%	-2.5%	-0.1%	7.7%	i	4.9	-1.7%
CCn1c(SCC(=O)Nc2cc(OC)ccc2OC)nnc1C1CCCCC1
    -0.2	48	1.8%	-86.0%	-0.7%	-6.0%	-0.2%	-8.2%	i	37.1	-3.6%
COc1ccc(N(CC(=O)N2CCN(Cc3ccccc3)CC2)S(C)(=O)=O)c(OC)c1
    1.2	64	-1.4%	-56.0%[20 µM]	-0.7%	-9.5%	0.1%	-2.3%	i	56.9	-6.1%
Cc1ccccc1NC(=O)OCCN1CCN(Cc2ccccc2)CCC1=O
    0.6	89	-1.7%	-14.8%	-0.6%	-8.5%	0.6%	-1.2%	i	18.4	-1.3%
COc1ccc(S(=O)(=O)N(Cc2ccccc2)c2ccccc2C(=O)O)cc1
    1.4	63	-5.9%	11.0%[20 µM]	0.8%	-7.7%	-0.1%	8.4%	i	10.3	-28.4%
COc1cccc(C(=O)Nc2cc(C(=O)NCc3ccc(C)cc3)ccc2N2CCC3(CC2)CC(c2ccccc2)=NO3)c1
    0.4	55	-3.1%	3.3%[20 µM]	-0.3%	10.6%	-0.1%	4.4%	i	36.8	10.8%
N#CC1=C(N)C(C#N)(C#N)C2(CCC3(CC2)OCCO3)C2CC3(CC=C12)OCCO3 (stereo unspecified)
    -0.9	86	-2.6%	-21.7%	1.4%	4.0%	1.2%	-1.1%	i	57.9	-5.2%
COc1ccc(-n2cc(-c3ccccc3)nc2SC)cc1
    -0.5	89	4.1%	40.3%	-1.6%	10.6%	?	4.8%	i	67.3	-12.7%
N#Cc1cnn2cc(CCN3CCOCC3)c(-c3ccc(F)cc3)nc12
    0.5	68	-2.7%	-11.4%	0.3%	-8.8%	-0.2%	-5.0%	i	56.1	2.5%
Cc1nc(-c2ccccc2)sc1-c1nc(-c2ccccc2)ncc1S(=O)(=O)c1ccccc1
    -0.7	63	-3.8%	27.4%	.	1.9%	0.2%	-3.5%	i	40.8	17.7%
COc1ccccc1N1CC(C(=O)Nc2nnc(SC)s2)CC1=O (stereo unspecified)
    0.8	64	-0.5%	-7.5%	-0.3%	2.0%	0.1%	0.8%	i	5.7	11.4%
CN(C)c1ccc(CN(C(=O)COc2ccc(Br)cc2)C2CCS(=O)(=O)C2)cc1 (stereo unspecified)
    4.6	96	-2.1%	4.8%	-0.8%	-6.5%	-0.1%	-3.4%	i	54.6	-2.9%
